From PubChem
SMN2 splice up = SMN2 splice variant enhancement; HEK293 SMN2-luciferase splicing reporter, luminescence, 30-36 h; Potency, µM (top dose mostly 46.1 µM), without a hit: at the top dose activity change, positive = activation, hits mostly activators; 210,000 tested, 2.8% active; AID 1458; also: % of control where 0% means no effect; nearly all actives have a fitted effect of over 55% in size
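HEK293 cells carry an SMN2 minigene-luciferase reporter in which exon 7 inclusion puts luciferase in frame. Cells were seeded at 2000 cells/well, attached for 10-12 hours, then exposed to compounds for 30-36 hours at 37C before ONE-Glo luminescence.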
GoLoco inh red = inhibitors of human Gai1-RGS12 GoLoco interaction (red fluorophore); P63096; Gai1:RGS12 GoLoco peptide FP, rhodamine, 10 min; Potency, µM (titrated, usually from 61.6 µM), for the others: at the highest dose activity, negative = inhibition, hits mostly inhibitors; 230,000 tested, 0.44% active; AID 880; active = well fitted inhibition curve with a large enough effect, not every such curve was filed as active; inactive = no such curve, though single readings can be large or run the other way; also: % is scaled to controls: 0 for no effect and ±100 for the full control effect; nearly all actives have a fitted effect of over 30% in size; many of its hits are not listed in these tables
Target sequence (P63096 whole entry, looked up): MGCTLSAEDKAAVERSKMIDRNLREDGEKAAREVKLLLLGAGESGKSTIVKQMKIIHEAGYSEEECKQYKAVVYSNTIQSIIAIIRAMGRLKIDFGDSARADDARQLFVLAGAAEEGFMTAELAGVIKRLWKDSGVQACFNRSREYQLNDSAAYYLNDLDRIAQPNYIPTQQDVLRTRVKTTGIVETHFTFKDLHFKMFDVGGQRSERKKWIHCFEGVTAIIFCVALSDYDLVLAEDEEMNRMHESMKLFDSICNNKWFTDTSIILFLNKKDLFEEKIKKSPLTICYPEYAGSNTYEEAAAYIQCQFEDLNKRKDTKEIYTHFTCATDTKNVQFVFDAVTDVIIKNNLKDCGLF
KDM4E inh = blocks human JMJD2E demethylase activity. B2RXH2. JMJD2E catalytic domain, FDH-coupled NADH fluorescence (FDH is formaldehyde dehydrogenase). Potency, µM (top dose mostly 57.1 µM), for the others: at the top dose activity change, negative = inhibition, usual class: inhibitors. 230,000 tested, 1.6% active; active = well fitted inhibition curve with a large enough effect, not every such curve was filed as active; inconclusive = small, poorly fitted or top-dose-only effect, or another doubt; inactive = no such curve, though single readings can be large or run the other way;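 also: 0% = wells with enzyme and -100% = buffer wells without enzyme; nearly all actives have a fitted effect of over 50% in size; many of its hits are not listed in these tables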
Target sequence (B2RXH2 1-337 limits assumed): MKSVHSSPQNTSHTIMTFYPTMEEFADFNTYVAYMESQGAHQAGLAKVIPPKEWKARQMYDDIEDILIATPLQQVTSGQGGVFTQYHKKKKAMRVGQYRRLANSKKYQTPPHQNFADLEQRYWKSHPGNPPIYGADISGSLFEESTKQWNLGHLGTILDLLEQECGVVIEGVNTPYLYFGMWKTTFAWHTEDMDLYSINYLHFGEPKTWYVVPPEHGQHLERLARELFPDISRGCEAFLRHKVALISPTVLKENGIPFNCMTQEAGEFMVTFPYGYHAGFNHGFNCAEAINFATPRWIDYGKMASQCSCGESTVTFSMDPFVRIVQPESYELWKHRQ
Epigenetic reg = derepresses silenced GFP reporter in murine cells; murine LDR cells, GFP reporter derepression, 30 h; Potency, µM (top dose mostly 53.9 µM), for inactives: at the top dose GFP activation, most hits filed as activators; 280,000 tested, 0.2% active; also: % of control where 0% means no effect; nearly all actives have a fitted effect of over 60% in size
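Murine LDR cells bearing a silenced CMV-driven GFP reporter were exposed to compound for 30 h at 37 C. After PBS washes, GFP-positive cells (20-120 um objects) counted by laser-scanning microplate cytometry.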
NPSR antag = blocks cAMP signaling of the human neuropeptide S receptor; Q6W5P4; CHO-NPSR cells, cAMP TR-FRET, antagonist mode; Potency, µM (highest dose often 38.3 µM), for the others: at the highest dose activity change, negative = inhibition, actives largely listed as inhibitors; 220,000 tested, 1% active; also: % is scaled to controls: 0 for no effect and ±100 for the full control effect; nearly all actives have a fitted effect of over 50% in size; many of its hits are not listed in these tables
Target sequence (Q6W5P4 whole entry, looked up): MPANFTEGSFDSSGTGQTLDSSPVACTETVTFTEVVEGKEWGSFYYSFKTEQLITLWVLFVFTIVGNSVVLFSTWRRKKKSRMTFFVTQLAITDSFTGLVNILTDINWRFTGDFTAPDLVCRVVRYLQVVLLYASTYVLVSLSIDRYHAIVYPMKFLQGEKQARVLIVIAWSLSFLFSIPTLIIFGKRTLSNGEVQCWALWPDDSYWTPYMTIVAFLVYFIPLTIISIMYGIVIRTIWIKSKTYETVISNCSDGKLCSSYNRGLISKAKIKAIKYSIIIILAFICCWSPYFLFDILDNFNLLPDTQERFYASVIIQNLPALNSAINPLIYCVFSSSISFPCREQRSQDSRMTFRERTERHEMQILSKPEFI
IMPase Li inh = membrane-permeable IMPase blocker, potentiated with lithium | CHO-M1 cells, IP1 TR-FRET (IP-One), carbachol + lithium | Potency, µM (doses to about 59.4 µM), for the others: at the highest dose activity, negative = IMPase inhibition, usual class: inhibitors | 210,000 tested, 0.35% active;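 also: IP1 builds up when IMPase is blocked and the TR-FRET signal falls; plate controls were basal vehicle for no effect and high inhibitor control for full effect; nearly all actives have a fitted effect of over 50% in size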
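Readout is a homogeneous TR-FRET IP1 immunoassay (Ex 320, Em 665 and 620), where raised cytosolic IP1 lowers signal. Cells were CHO-M1 treated 30 min at 37C with test compounds plus a little lithium; AC50 values came from Hill-equation fitting.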
RECQ1 inh = inhibitors of human RECQ1 DNA helicase; 240,000 tested, 0.54% active; RECQ1 DNA unwinding, red fluorescence kinetic read; AID 2549; P46063; Potency, µM (top dose mostly 57.3 µM), for the others: top-dose activity, negative = inhibition, actives largely listed as inhibitors;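 also: plate controls were vehicle for no effect and no enzyme for full effect; nearly all actives have a fitted effect of over 30% in size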
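RECQ1T1 50 nM; forked duplex (20 bp + 30-nt ss tails) 200 nM, ATP 2 mM final; pH 8.0, 2 mM MgCl2, 2.5 ug/ml poly(dI-dC); 15 min compound preincubation; discontinuous kinetic read over 2 h at RT.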
KinaseGlo FLuc = Kinase-Glo luciferase inhibition (counter-screen); Q27757; Kinase-Glo luciferase, ATP luminescence, 8 min; Potency, µM (highest dose often 38.3 µM), inactives show at the highest dose activity change, negative = inhibition, most hits filed as inhibitors; 200,000 tested, 0.28% active; AID 1379; also: % is scaled to controls: 0 for no effect and ±100 for the full control effect; nearly all actives have a fitted effect of over 60% in size
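Kinase-Glo luciferase light output from ATP and luciferin was measured with 10 uM ATP, within the enzyme's linear range. Buffer: 50 mM imidazole pH 7.2, 50 mM KCl, 7 mM MgCl2, 0.01% Tween 20, 0.05% BSA; luminescence read after 8 min at ambient temperature.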
Active calls of the source: *; i = inactive; ? = inconclusive; / = no result given; & = joins results of further samples; [ ] = another dose, or the depositor's remark. Unless noted, calls follow the shape of the dose curve; as a rule, active = well fitted curve in the direction sought with a large enough effect; inconclusive = small, poorly fitted or top-dose-only effect, or another doubt; inactive = no such curve, though single readings can be large; an effect the other way counts as inactive or inconclusive. Potency is read from the fitted curve at half-maximal effect.

Value order: SMN2 splice up, GoLoco inh red, KDM4E inh, Epigenetic reg, NPSR antag, IMPase Li inh, RECQ1 inh, KinaseGlo FLuc
CC(=O)N(Cc1ccccn1)Cc1ccco1
 : /, 0%, -1%, -1.8%, -31%, /, -9%, /
COc1ccc(C(=O)N(Cc2ccc(N(C)C)cc2)C2CCS(=O)(=O)C2)cc1 (stereo unspecified)
 : 4%, -21%, -10%, 8.1%, -8%[7.67 µM], -14%[38.3 µM], -1%, -3%
COc1ccc(NC(=S)Nc2ccc(OCc3ccccc3)cc2)c(OC)c1
 : -41%[inhibitor], 13%, -10%, 2.1%, -14%, 25%, -10%, 3%
Cc1coc2c(O)cc3c(c12)OC1(N2CCCCC2)C(=O)NCCCC31 (stereo unspecified)
 : 8%, -25%, ?, -8.7%, -9%, 14%, 16%, -2%
O=C(Nc1cccc(F)c1)Nc1ccccn1
 : 23%, 9%, -9%, -1.4%, 3%[46.1 µM], 0%[38.3 µM], i, -1%
Cc1nn(C)c(C)c1Sc1ccc(Br)cc1
 : -27%, 4%, 6%, -0.9%, -11%[46.1 µM], -13%[38.3 µM], 10%, -4%
Cc1noc(C)c1COC(=O)[C@@H](NC(=O)c1ccccc1Cl)C(C)C
 : -6%, -7%, 10%, 0.9%, -15%, -2%, 4%, -3%
CCCn1c(SCC(=O)O)nc2ccccc21
 : -5%, -1%, 8%, 1.8%, -1%[46.1 µM], 10%[38.3 µM], -8%, 3%
CC(Sc1nnc(-c2cccnc2)n1-c1ccccc1F)C(=O)N1CCCc2ccccc21 (stereo unspecified)
 : 5%, 2%, -2%, 0.0%, 9%, 16%, -1%, 3%
CCCC(c1nnnn1Cc1ccccc1)N1CCN(c2ccccc2OC)CC1 (stereo unspecified)
 : -3%, -2%, -18%, 0.0%, 4%[46.1 µM], -5%[38.3 µM], -2%, 1%
Cc1cccc(N(CC(=O)Nc2ccccc2-c2ccccc2)S(=O)(=O)c2ccccc2)c1C
 : 12%, -3%, -1%, 0.0%, -28%[46.1 µM], 5%, 0%, 1%
COc1ccc(CCn2c(C)cc(C(=O)CSc3nnnn3-c3ccccc3)c2C)cc1
 : -8%, 18%, -11%, 1.6%, -29%[46.1 µM], 26%[38.3 µM], 0%, 0%
CNc1nc(Cl)nc(NC(C)(C)C)n1
 : 5%, 5%, -3%, -1.6%, -14%[46.1 µM], 0%[38.3 µM], -9%, -2%
CCCCn1c(SCC(=O)Nc2cc(C)on2)nnc1-c1cccnc1
 : 4%, 5%, 2%, 0.9%, -7%[46.1 µM], 6%[38.3 µM], -9%, -3%
O=C(CSc1c2c(nc3cc(Cl)ccc13)CCCC2)NCCCN1CCOCC1
 : -34%[inhibitor], -2%, -2%, -2.1%, -1%, 7%, -7%, 2%
COc1ccc(/C=C/c2cc(C(F)(F)F)on2)cc1
 : /, 5%, -11%, -1.0%, 2%, /, -9%, /
O=C(c1ccc2c3c(cccc13)CC2)C1CCCN(C(=O)c2ccc[n+]([O-])c2)C1 (stereo unspecified)
 : /, -6%, ?, -2.4%, 6%, /, -3%, /
CCC(c1nc2ccccc2c(=O)n1CCN1CCOCC1)N1C(=O)c2ccccc2C1=O (stereo unspecified)
 : -11%, 6%, -8%, 0.8%, -8%[46.1 µM], 22%[38.3 µM], -6%, 17%
CCN(CC)c1ccc(S(=O)(=O)N2CCOCC2)cc1NC(=O)CSc1n[nH]c(N)n1
 : /, 8%, 2%, -3.9%, -5%, /, i, /
COC(=O)[C@@]1(Cc2ccccc2)[C@H]2c3cc(C(=O)N(C)C)n(Cc4c(CO)[nH]cc(C)c4=O)c3C[C@H]2CN1C(=O)c1ccccc1
 : 0%, 1%, ?, 4.1%, /, -7%, -6%, -5%
Cc1c(NP(=O)(c2ccc(Br)cc2)c2ccc(Br)cc2)c(=O)n(-c2ccccc2)n1C
 : 3%, -1%, 12%, -1.8%, -18%, 12%, i, 2%
O=C(CC1C(=O)NCCN1C(=O)Nc1ccc(C(F)(F)F)cc1)Nc1ccc(F)cc1 (stereo unspecified)
 : /, 9%, -8%, 2.1%, -44%, /, i, /
Cc1nnc(SCc2nnc(-c3cccs3)o2)n1Cc1ccccc1
 : -5%, 2%, 4%, -0.9%, 3%, 8%, -7%, -2%
NS(=O)(=O)c1ccc(NC(=S)NCc2ccc3c(c2)OCO3)cc1
 : /, 4%, -7%, -0.6%, 5%, -7%, -4%, -1%
c1ccc(N2CCN(c3nc4ccccc4[nH]3)CC2)nc1
 : 24%, 14%, -1%, 0.0%, -5%, 3%, 7%, -15%
COc1cc(C(=O)OCC(=O)N2CCCCC2C)cc(NC(=O)c2cccs2)c1OC (stereo unspecified)
 : -18%, -1%, ?, 1.1%, -34%, 1%, -6%, 2%
COC(=O)C1=C(C)N=c2s/c(=C3\C(=O)Nc4ccccc43)c(=O)n2C1c1ccccc1 (stereo unspecified)
 : -6%, 15%, -9%, -1.0%, -4%[46.1 µM], 9%, 5%, -4%
COc1ccc(-c2[nH]ncc2CN2CCCN(C(=O)c3ccco3)CC2)cc1F
 : /, -2%, -2%, 1.1%, 4%, /, -6%, /
Cc1occc1C(=O)NC1CCCc2ccccc21 (stereo unspecified)
 : -4%, 12%, -1%, -2.3%, -3%[46.1 µM], 56%[activator][38.3 µM], 1%, -5%
COc1cc2c(=O)n(CC3CCCO3)c(=O)n(CC(=O)Nc3ccc(F)cc3F)c2cc1OC (stereo unspecified)
 : -5%, -13%, ?, 0.9%, -16%[46.1 µM], 18%[38.3 µM], -2%, -3%

Quoted from the listing.
KDM4E inh result of Cc1occc1C(=O)NC1CCCc2ccccc21 (stereo unspecified) reads -1%
GoLoco inh red result of COC(=O)[C@@]1(Cc2ccccc2)[C@H]2c3cc(C(=O)N(C)C)n(Cc4c(CO)[nH]cc(C)c4=O)c3C[C@H]2CN1C(=O)c1ccccc1 reads 1%

Further entries
Value order: SMN2 splice up, GoLoco inh red, KDM4E inh, Epigenetic reg, NPSR antag, IMPase Li inh, RECQ1 inh, KinaseGlo FLuc
CCCC(=O)N(CCc1ccc(OC)cc1)Cc1nc2ccccc2c(=O)[nH]1
 : -21%, -2%, -5%, 0.0%, -12%[46.1 µM], 16%[38.3 µM], -9%, 9%
Cn1nc(-c2ccc(Cl)cc2)c2cc(C(=O)NCCN3CCOCC3)sc21
 : -11%, 16%, ?, 0.0%, 0%[46.1 µM], 9%[38.3 µM], -6%, 1%
CCCCNC(=O)C1CCCN(S(=O)(=O)c2c(C)noc2/C=C/c2cccs2)C1 (stereo unspecified)
 : /, 0%, -10%, -1.0%, -46%, /, -6%, /
O=C1CCCc2c1nc(-c1cccc(Cl)c1)n2O
 : 5%, 9%, ?, 0.9%, 7%[46.1 µM], 4%[38.3 µM], i, -7%
COc1ccccc1CNC(=O)c1ccc(Br)o1
 : -25%, 2%[88.7 µM], -4%, 4.8%&-1.2%, 17%, 12%&1%, -1%[81.1 µM], 3%[39.9 µM]
CCN1C(=O)c2cccc3c(S(=O)(=O)Nc4ccccn4)ccc1c23
 : ?, 10%, -18%, -0.2%, -12%[46.1 µM], 6%[38.3 µM], -5%, 2%
Cc1ccc(Nc2ncnc3nc[nH]c23)cc1Cl
 : ?, 6%, -3%, -0.2%, 4%[46.1 µM], -5%[38.3 µM], -11%, -11%
Cc1cccc(NC(=O)CSc2nnnn2-c2cccnc2)c1
 : -9%, 9%, 2%, -1.2%, 3%[46.1 µM], -7%[38.3 µM], 0%, -3%
COc1ccc(-c2noc(CNC(=O)Nc3ccc(F)cc3)n2)cc1
 : -4%, 6%, 6%, 0.0%, -17%, 3%, i, 3%
O=C(Nc1cccnc1N1CCOCC1)c1ccco1
 : -20%, 5%, -5%, 0.0%, -9%[46.1 µM], 20%[38.3 µM], -5%, -2%
O=C(CNc1cccc(C(F)(F)F)c1)N/N=C/C1CCCCC1
 : -31%[inhibitor], 7%, 13%, -1.1%, -12%, 13%, -8%, 3%
O=c1ccccn1Cc1ccccc1F
 : -3%, 4%, -14%, 0.7%, 2%[46.1 µM], -19%[38.3 µM], -4%, -2%
C#CC1CCCCC1NC(=O)Nc1cnccc1C(F)(F)F (stereo unspecified)
 : /, 3%, 0%, -0.3%, -6%, /, -6%, /
Cc1oc(=O)c(NC(=O)c2ccccc2)cc1C(=O)c1ccccc1
 : 26%, -1%, -7%, 8.4%, ?, 9%[38.3 µM], -4%, -1%
CCOc1cc(/C=N/n2cnnc2)cc(Br)c1O
 : /, /, ?, -0.1%, -18%[46.1 µM], /, -9%, /
Cn1c(=O)[nH]c(=O)c2c1nc(N1CCOCC1)n2CCSc1nnnn1-c1ccccc1
 : /, 4%, 1%, -1.0%, 3%, /, -3%, /
COC(=O)CNC(=O)c1nn(-c2cccc(OC)c2)c(=O)c2ccccc12
 : /, -3%, 0%, 1.2%, -5%[46.1 µM], 20%[38.3 µM], 1%, 2%
O=C(Nc1ccccc1)C1=C[C@H](c2ccc3c(c2)OCO3)C[C@H](OCCCCO)O1
 : /, 10%, -3%, -6.0%, ?, 10%, -12%, /
COc1ccc2c(CC(=O)Nc3c(C)n(C)n(-c4ccccc4)c3=O)coc2c1
 : -13%, -16%, ?, 0.7%, -16%[46.1 µM], 25%[38.3 µM], -9%, -3%
CC1(C)CC(=O)c2cc(OCC(=O)NCc3cccnc3)ccc2O1
 : -3%, 1%, ?, -0.2%, 8%[46.1 µM], -6%[38.3 µM], 5%, -3%
CCNCc1ccc(OCc2ccccc2F)c(OC)c1
 : 10%, -3%, -4%, 0.7%, 10%, 11%, i, 2%
CC(=O)NC(Nc1c(C)n(C)n(-c2ccccc2)c1=O)C(Cl)(Cl)Cl (stereo unspecified)
 : 2%, 4%, -3%, -0.1%, 5%, 0%, -3%, 1%
CCc1cccc(NC(=O)Cc2cn(C)c3ccccc23)c1
 : -11%, 8%, 1%, 0.0%, -21%[46.1 µM], 1%[38.3 µM], -11%, 9%

This is a subset, so the mix of outcomes need not match the whole.
